Assay outcomes: PubChem, The Scripps Research Institute Molecular Screening Center
MBD2 inh: blocks human MBD2 binding to methylated DNA. Q9UBB5. TR-FRET, MBD2 binding to methylated oligonucleotide. AID 686964. inhibition, % at 4.4 µM. hit rate 0.31% among 370,000; in the data active means inhibition above about 13%
SIAE inh: blocks human sialic acid acetylesterase. Q9HAT2. SIAE FP-Rh probe binding, fluorescence polarization. inhibition, % at 9.66 µM. AID 1053197. hit rate 0.69% among 370,000;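 active means inhibition above a cutoff: mean of compounds within the control limits plus 3 SD of those, cut at about 17% in these data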;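 further: 0% = plate median of compound wells and 100% = probe without SIAE protein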
UHRF1 MBD2 ctr: blocks human UHRF1 binding to methylated DNA; AID 687016; hit rate 0.75% among 370,000; inhibition, % at 4.4 µM; UHRF1 binding to methylated oligo, TR-FRET; Q96T88; in the data active means inhibition above about 21%;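 further: UHRF1 SRA domain binding a hemimethylated CpG hairpin DNA probe; 0% = median of test compound wells and 100% = reference inhibitor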
Target sequence (Q96T88 whole entry, looked up, the tested form may be a part): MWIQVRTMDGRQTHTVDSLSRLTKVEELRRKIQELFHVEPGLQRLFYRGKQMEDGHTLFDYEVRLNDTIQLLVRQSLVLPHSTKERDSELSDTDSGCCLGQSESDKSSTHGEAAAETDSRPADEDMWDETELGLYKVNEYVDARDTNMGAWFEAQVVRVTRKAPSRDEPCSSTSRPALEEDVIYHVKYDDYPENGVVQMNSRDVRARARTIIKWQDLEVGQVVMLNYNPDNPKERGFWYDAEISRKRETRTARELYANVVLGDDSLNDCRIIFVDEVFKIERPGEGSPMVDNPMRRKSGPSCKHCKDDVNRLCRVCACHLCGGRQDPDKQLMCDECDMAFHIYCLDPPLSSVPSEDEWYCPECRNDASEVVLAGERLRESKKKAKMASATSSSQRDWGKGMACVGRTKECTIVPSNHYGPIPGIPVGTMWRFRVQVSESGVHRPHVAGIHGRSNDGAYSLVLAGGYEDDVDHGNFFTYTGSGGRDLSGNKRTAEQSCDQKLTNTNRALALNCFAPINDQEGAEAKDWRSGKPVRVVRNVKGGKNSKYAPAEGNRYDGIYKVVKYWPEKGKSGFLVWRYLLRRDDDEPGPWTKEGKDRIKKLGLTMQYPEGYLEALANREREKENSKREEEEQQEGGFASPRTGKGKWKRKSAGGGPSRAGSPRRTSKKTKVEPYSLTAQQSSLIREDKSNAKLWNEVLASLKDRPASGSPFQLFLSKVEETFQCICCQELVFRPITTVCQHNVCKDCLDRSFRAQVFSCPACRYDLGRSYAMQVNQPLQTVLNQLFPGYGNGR
TCR-CD3 inh: inhibitors of human TCR-CD3 interaction | TAMRA-labeled TCR probe fluorescence, biochemical | inhibition, % at 9.4 µM | hit rate 0.37% among 360,000; in the data active means inhibition above about 19%;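 further: recombinant mutant TCR 2C K166C tagged with TAMRA read by polarization; 0% = receptor in buffer alone and 100% = receptor with positive control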
KLK7 zymogen act: proKLK7 (human) activation, primary screen | P49862 | purified proKLK7, EDANS-DABCYL substrate fluorescence; 100% is mature enzyme control, 0% vehicle | activation, % at 7 µM | hit rate 0.9% among 370,000;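 active means activation above the mean of all tested compounds plus 3 SD, computed per campaign excluding outliers beyond control limits, cut at about 13% in these data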
Target sequence (P49862 whole entry, looked up): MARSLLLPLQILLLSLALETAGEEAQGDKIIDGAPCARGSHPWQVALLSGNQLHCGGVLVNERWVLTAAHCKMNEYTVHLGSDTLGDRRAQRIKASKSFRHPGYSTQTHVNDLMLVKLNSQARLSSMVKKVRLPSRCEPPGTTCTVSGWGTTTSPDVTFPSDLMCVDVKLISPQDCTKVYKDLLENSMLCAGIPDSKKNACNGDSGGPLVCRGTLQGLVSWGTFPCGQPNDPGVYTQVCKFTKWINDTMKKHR
DDE Tn6 FP inh: DD(E)-Tn6 binding inhibition, primary FP screen. Fibrin DD(E) TRITC-Tn6 fluorescence polarization displacement. inhibition, % at 8.3 µM. hit rate 0.21% among 370,000. P02675;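 active means inhibition above a per-campaign cutoff: mean of compounds within control limits plus 3 SD, cut at about 15% in these data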;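 further: 0% = median of all compound wells on the plate and 100% = blocking peptide control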
TDP2 inh: blocks human TDP2 phosphodiesterase activity. O95551. recombinant TDP2, T5PNP hydrolysis, p-nitrophenol absorbance 415 nm. inhibition, % at 12.8 µM. hit rate 0.34% among 370,000;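 active means inhibition above the mean of all tested compounds plus 3 SD, set per campaign, cut at about 25% in these data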;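 further: 0% = DMSO with enzyme and 100% = buffer with substrate but no TDP2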
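System – recombinant human TDP2 · Amount – 120 nM TDP2 per well · Buffer or medium – Mg2+-containing Tris-HCl buffer, pH 7.5 · Reagent – T5PNP substrate, 5 mM · Dosing – 12.8 µM single point, 1% DMSO · Incubation – 2 h at 37 °C · Measured by – epi absorbance · Read-out basis – percent inhibition · Benchmarks – high control without enzyme, low control DMSO plus TDP2 · Repeats – singlicate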
Tn7 DDE FP: disrupts Tn7 cyclic peptide binding to fibrin D-Dimer-E complex. P02675. FP displacement of FITC-Tn7 peptide from fibrin DD(E); 0% = median of compound wells per plate. inhibition, % at 8.3 µM. hit rate 0.13% among 370,000. AID 720508;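 active means inhibition above the mean of compounds falling within the control limits plus 3 SD of them, cut at about 14% in these data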;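 further: 0% = plate median of compound wells and 100% = 10 µM Aha-Tn7 peptide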
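Assay system: Human clot-derived fibrin DD(E) complex | Buffer or medium: Tris/NaCl/CaCl2 buffer, pH 7.8 | Repeats: One replicate per compound | Benchmarks: Aha-Tn7 high control | Measure: % inhibition scaled between sample-field median and high-control FP | Schedule: 10 min plus 3 h, room temperature | Signal: Fluorescence polarization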
PRMT1 inh: blocks human protein arginine methyltransferase 1; recombinant PRMT1, activity-based probe fluorescence polarization; hit rate 1.3% among 370,000; inhibition, % at 2.79 µM; Q99873;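 active means inhibition above about 21% made by adding two undisclosed values, limit read from the data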
LEDGF integ inh: blocks HIV-1 LEDGF/p75-dependent DNA integration; TR-FRET IN-LEDGF/p75 DNA integration, Eu/Cy5; inhibition, % at 3.7 µM; hit rate 0.64% among 370,000;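 active means inhibition above the screen-wide mean plus 3 SD, cut at about 13% in these data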;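 further: signal is the Cy5 over europium emission ratio at 671 and 618 nm; 0% = plate median of compound wells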
* marks the source's active call; other numbers are inactive results.

Each structure is followed by: PRMT1 inh | DDE Tn6 FP inh | SIAE inh | KLK7 zymogen act | MBD2 inh | Tn7 DDE FP | TDP2 inh | LEDGF integ inh | TCR-CD3 inh | UHRF1 MBD2 ctr
COc1ccc(-c2nc(Cn3c(SCc4cccc(F)c4)nc4ccncc43)c(C)o2)cc1OC
  2 | -1 | -4 | -0.4 | 3 | -2 | 0 | -5 | -7 | 1
Cc1nc2ccccc2nc1OCc1ccccc1
  -4 | 1 | 5 | 0.5 | 3 | 7 | -2 | 2 | 3 | -3
Cc1ccc(Nc2nc(N)nc(CSC(=S)N3CCOCC3)n2)c(C)c1
  -3 | -10 | 2 | -0.1 | 3 | -4 | -3 | -1 | -15 | 2
CCc1ccc(-c2nc(SCC(=O)N3CCOCC3)n[nH]2)cc1
  -5 | 3 | 2 | 0.1 | -6 | 2 | 4 | 3 | 5 | 3
COc1ccc(C)cc1NC(=O)C(c1ccccc1)N1CCN(CC(=O)N2CCOCC2)CC1 (stereo not drawn)
  -2 | -7 | -6 | -0.7 | 0 | 5 | 11 | 0 | -1 | 0
O=C(CSc1ccc2c(c1)OCCO2)Nc1ncccc1O
  24* | -6 | 4 | 0.4 | 1 | -1 | -2 | 3 | 4 | -6
CC1(C)C(=O)Nc2ccccc2N1C(=O)COc1ccc(C#N)cc1
  3 | -2 | 13 | -1.2 | 4 | 1 | 5 | 1 | -9 | 1
Cc1ccc(NC(=O)C(C)OC(=O)c2nc(Cl)ccc2Cl)cc1S(=O)(=O)N1CCOCC1 (stereo not drawn)
  -1 | 4 | -12 | -0.8 | -4 | -4 | 2 | 4 | 6 | -1
NC(=O)c1c(N)sc(=S)n1-c1ccccc1
  0 | 3 | 3 | 0.8 | -3 | 3 | 8 | 0 | -1 | -2
Cc1ccc(C)c(S(=O)(=O)Nc2nc3ccc(S(N)(=O)=O)cc3s2)c1
  8 | 4 | 1 | -0.1 | 1 | 9 | 8 | 0 | 6 | 1
O=C(c1ccccc1)c1c(-c2ccccc2)[nH]n(-c2ccccc2)c(=O)c1=O
  -3 | 0 | 2 | 0.3 | -7 | -11 | -6 | 3 | -3 | -2
CC(C)(C)NC(=O)CSc1ncnc2c1cnn2-c1ccccc1
  0 | 4 | -1 | -0.1 | 2 | 4 | 6 | -2 | 1 | -4
CCOC(=O)NC(CC(=O)O)c1ccc(OCC)cc1 (stereo not drawn)
  -4 | 13 | 4 | 0.1 | -2 | 6 | -6 | -2 | 1 | -2
O=C(CSc1nnnn1-c1ccc2c(c1)CCC2)Nc1ccc2c(c1)OCCO2
  0 | -6 | -7 | 0.8 | 0 | -1 | -4 | -4 | 9 | -1
C(=N\n1cnnc1)/c1cn(-c2cccs2)nc1-c1ccccc1
  -3 | -1 | -3 | -3.9 | -3 | 1 | 2 | 2 | -12 | -2
C/C(=N\O)c1cc(Cl)ccc1O
  -2 | 1 | 15 | 0.0 | -2 | -2 | -8 | 0 | 4 | 0
CCc1nc2ccc(C(=O)Nc3cc(-c4ccccc4)ccc3OC)cn2c1N(C)Cc1ccc(OC)cc1
  -7 | 0 | 0 | -14 | -1 | 0 | -2 | 3 | 0 | -1
O=C(NC(=S)N1CCN(c2nc(-c3ccccc3)cs2)CC1)c1cccnc1
  -1 | 11 | 1 | 0.1 | -4 | 6 | 6 | -2 | 0 | -3
FC(F)(F)c1cccc(NC(=S)N2CCCCCC2)c1
  2 | -3 | 6 | -0.2 | 3 | -14 | -6 | -2 | -1 | 0
Cc1cc(-c2n[nH]c(=S)n2Cc2ccco2)n(C)n1
  -3 | 0 | 14 | -0.6 | -2 | -1 | 6 | -4 | 4 | -1
CC(=O)Nc1ccc(S(=O)(=O)N2CCC(C(=O)NC3CCCC3)CC2)cc1
  0 | -5 | 0 | -0.4 | -3 | -6 | 0 | 1 | 5 | 1
COc1ccc(C(=O)/C=C2\Sc3ccccc3N2C)cc1
  21 | -4 | 2 | 9.7 | -1 | 1 | -8 | -4 | -2 | 2
CC(=O)NNC1=Nc2ccccc2N(C)C(C)C1 (stereo not drawn)
  1 | -2 | 4 | -0.3 | 2 | -3 | 6 | -3 | 2 | -2
CCOC(=O)/C=c1/s/c(=C\c2c(OC)ccc3ccccc23)c(=O)n1CC(=O)NCC1CCCO1 (stereo not drawn)
  -2 | -4 | -10 | -208 | -7 | -4 | -12 | -2 | -5 | -3
O=c1c2ccccc2sn1-c1ccc(S(=O)(=O)N2CCCC2)cc1
  95* | -2 | -15 | 0.5 | -9 | 6 | -8 | -4 | 5 | -5
N#Cc1ccc(/C=C/C(=O)c2ccccc2)cc1
  6 | -12 | 3 | -0.5 | 1 | -7 | -19 | 3 | -4 | 2
CCOC(=O)COc1ccccc1C(=O)c1cnn(-c2ccccc2)c1
  4 | 0 | 4 | -0.2 | 0 | -4 | 5 | 0 | 4 | -1
CCOc1ccc(C(=O)NCC(=O)OCc2cc(C(C)=O)ccc2OC)cc1
  -1 | 2 | -8 | 0.5 | -2 | 1 | 6 | 2 | -1 | 0
O=S1(=O)CC(N2CC=CC2)CN1Cc1cn(Cc2ccc(Cl)cc2)nn1 (stereo not drawn)
  -2 | 5 | 5 | 0.9 | -3 | 0 | -7 | -1 | 9 | -1
CC(C)(C)NS(=O)(=O)c1ccc2nc(NC(=O)c3ccc(N4C(=O)CCC4=O)cc3)sc2c1
  0 | -9 | -8 | 0.3 | -1 | -3 | -2 | 3 | 5 | 1

Full records, looked up by structure.
O=S1(=O)CC(N2CC=CC2)CN1Cc1cn(Cc2ccc(Cl)cc2)nn1 (stereo not drawn) reads PRMT1 inh: -2; DDE Tn6 FP inh: 5; SIAE inh: 5; KLK7 zymogen act: 0.9; MBD2 inh: -3; Tn7 DDE FP: 0; TDP2 inh: -7; LEDGF integ inh: -1; TCR-CD3 inh: 9; UHRF1 MBD2 ctr: -1
CC(=O)NNC1=Nc2ccccc2N(C)C(C)C1 (stereo not drawn) reads PRMT1 inh: 1; DDE Tn6 FP inh: -2; SIAE inh: 4; KLK7 zymogen act: -0.3; MBD2 inh: 2; Tn7 DDE FP: -3; TDP2 inh: 6; LEDGF integ inh: -3; TCR-CD3 inh: 2; UHRF1 MBD2 ctr: -2

Next entries follow:
Each structure is followed by: PRMT1 inh | DDE Tn6 FP inh | SIAE inh | KLK7 zymogen act | MBD2 inh | Tn7 DDE FP | TDP2 inh | LEDGF integ inh | TCR-CD3 inh | UHRF1 MBD2 ctr
CCCn1c(C)cc(C(=O)COc2ccc(-c3nnco3)cc2)c1C
  1 | -8 | 1 | -0.2 | 5 | 0 | -3 | -1 | -9 | -2
O=C(Cc1cccs1)NNC(=S)NC(=O)c1ccco1
  6 | 7 | 6 | 0.2 | 3 | 3 | -9 | -6 | 3 | 1
CCOC(=O)C1CCN(CC(=O)c2ccc(O)c(C)c2O)CC1
  2 | 7 | 1 | -3.3 | -3 | 0 | -7 | -2 | -2 | 1
Cc1ccn2c(Nc3ccc4c(c3)OCO4)c(-c3ccccn3)nc2c1
  15 | -8 | 25* | 0.9 | -16 | -3 | -2 | 4 | 7 | -19
CC(C)(C)c1ccc(C(=O)NCC(=O)N/N=C/c2ccccc2OCC(=O)O)cc1
  -2 | -12 | 2 | -0.8 | 1 | 2 | 4 | -2 | 15 | -1
COC(=O)c1ccc2cc(F)cc(C)c2n1
  1 | 4 | 1 | 1.0 | -4 | -9 | 1 | 0 | 8 | -2
Cc1cc(F)ccc1Oc1cc(NN2CCCCC2)c([N+](=O)[O-])cc1[N+](=O)[O-]
  1 | 3 | -8 | 0.1 | 2 | 0 | -10 | 0 | 6 | -1
Cc1ccc(-c2nnn(CC(=O)N(c3ccccc3)C(C(=O)NCC3CCCO3)c3ccc(F)cc3)n2)o1 (stereo not drawn)
  0 | 3 | -1 | -0.1 | 1 | 7 | 4 | -4 | -1 | 1
CC(C)(O)C#Cc1ccc(C(=O)NC2CCCCC2)s1
  -7 | 0 | 7 | 0.2 | -3 | -6 | 6 | 4 | -2 | 0
c1nc(N2CCCCCC2)c2[nH]cnc2n1
  0 | 4 | 6 | 0.9 | 2 | 12 | 9 | 2 | 3 | -2
Cc1cccc2c(SCC(=O)NCC3CCCO3)nc(-c3ccc(F)cc3)nc12 (stereo not drawn)
  -3 | -8 | -8 | 0.2 | 5 | -6 | 2 | 4 | -3 | 3
CCOC(=O)c1c(/N=C/N(C)C)sc2c1CCC2
  3 | -4 | -1 | -0.3 | 4 | 7 | -2 | -1 | -3 | 95*
Cc1nc(N2CCN(c3ccccn3)CC2)c2c(C)c(C(=O)Nc3ccc(Cl)cc3)sc2n1
  5 | -2 | -2 | -0.4 | 1 | -6 | 3 | -2 | -7 | 2
COC(=O)c1nnn(CC(=O)Nc2cccc(Cl)c2)c1C(=O)OC
  -1 | 9 | -1 | 0.1 | -3 | 1 | -4 | -3 | 8 | 1
CC(=O)c1ccccc1C(=O)N1CCCC(CNC(=O)c2ccccc2Cl)C1 (stereo not drawn)
  1 | -2 | -2 | 0.0 | 0 | 5 | -2 | -3 | 5 | -1
CSc1nsc(SC)c1NC(=O)OCC1CCCO1 (stereo not drawn)
  6 | 3 | -2 | -0.7 | 5 | 2 | 0 | 1 | 4 | 2
CCn1cc(CNC(=O)CC2C(=O)NCCN2CC(c2ccccc2)c2ccccc2)cn1 (stereo not drawn)
  6 | -1 | -3 | -0.4 | -2 | 3 | 8 | -4 | -2 | 1
COc1ccc(S(=O)(=O)NCc2cccnc2)cc1NC(=O)c1ccccc1C
  48* | -5 | -28 | -1.2 | 2 | 2 | 0 | -1 | 5 | 0

Molecules listed so far that contain an aryl thioether with sulfur outside any ring (7):
Each structure is followed by: PRMT1 inh | DDE Tn6 FP inh | SIAE inh | KLK7 zymogen act | MBD2 inh | Tn7 DDE FP | TDP2 inh | LEDGF integ inh | TCR-CD3 inh | UHRF1 MBD2 ctr
COc1ccc(-c2nc(Cn3c(SCc4cccc(F)c4)nc4ccncc43)c(C)o2)cc1OC
  2 | -1 | -4 | -0.4 | 3 | -2 | 0 | -5 | -7 | 1
CCc1ccc(-c2nc(SCC(=O)N3CCOCC3)n[nH]2)cc1
  -5 | 3 | 2 | 0.1 | -6 | 2 | 4 | 3 | 5 | 3
O=C(CSc1ccc2c(c1)OCCO2)Nc1ncccc1O
  24* | -6 | 4 | 0.4 | 1 | -1 | -2 | 3 | 4 | -6
CC(C)(C)NC(=O)CSc1ncnc2c1cnn2-c1ccccc1
  0 | 4 | -1 | -0.1 | 2 | 4 | 6 | -2 | 1 | -4
O=C(CSc1nnnn1-c1ccc2c(c1)CCC2)Nc1ccc2c(c1)OCCO2
  0 | -6 | -7 | 0.8 | 0 | -1 | -4 | -4 | 9 | -1
Cc1cccc2c(SCC(=O)NCC3CCCO3)nc(-c3ccc(F)cc3)nc12 (stereo not drawn)
  -3 | -8 | -8 | 0.2 | 5 | -6 | 2 | 4 | -3 | 3
CSc1nsc(SC)c1NC(=O)OCC1CCCO1 (stereo not drawn)
  6 | 3 | -2 | -0.7 | 5 | 2 | 0 | 1 | 4 | 2
